Pemphigus Ab inh: inhibitors of pemphigus antibody binding to DSG3, primary screen, biochemical, bead-based, flow cytometry, scFv-GFP. binding (percent of control), % at 10 µM. AID 588358, 2011. actives 0.48% (n = 310,000). DSG3-coupled beads, scFv-anti-DSG3-GFP binding; stronger effect = lower value;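 active means binding more than 3 SD below its plate's average and above zero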;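 further: hits lower antibody fragment binding to DSG3; some compounds called inactive have numbers as strong as hits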
Arr AP2 block: inhibitors of beta-arrestin/AP2 binding, primary screen, biochemical, GPCR trafficking, flow cytometry | beta-arrestin 1 C-terminal peptide binding to AP2 beta2-adaptin appendage (human) | FITC-arrestin peptide / GST-AP2 beads; AP2 beta2 appendage carries R879A mutation | inhibition, % at 10 µM | actives 0.31% (n = 340,000);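 active means inhibition above a set limit, near 3 SD of compounds lacking own fluorescence, cut at about 54% in these data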;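 further: plate controls were DMSO wells for no effect and 5 µM unlabelled arrestin peptide for full effect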
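System: GST-AP2 R879A bound to glutathione beads, E. coli-expressed. Also added: 50 nM FITC-arrestin peptide. Schedule: compound with beads 12 min RT, then probe 1 h RT. Signal: bead flow cytometry, FITC channel. Read-out basis: percent response.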
HTR5A ag: HTR5A agonists in luminescence cell assay, primary screen, counter-screen for OPRM1-OPRD1 heterodimer agonist project, full-deck HTS. AID 504692, 2011. 5-hydroxytryptamine receptor 5A (Homo sapiens), P47898. actives 0.61% (n = 340,000). activation, % at 9.3 µM. cell-based; in the data active means activation mostly above about 9.5%, no sharp cut-off; inactive means mostly below about 7.6%;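 further: 0% = cells with vehicle only and 100% = reference agonist; strong numbers were not always called active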
DAGLB inhibitor: DAGLB lipase inhibitors, primary screen, biochemical, fluorescence, HTS | inhibition, % at 5.17 µM | actives 0.059% (n = 340,000) | HEK293T DAGLB membrane lysate, EnzChek fluorogenic substrate | AID 504411, 2011 | Diacylglycerol lipase-beta (Homo sapiens), Q8NCG7; in the data active means inhibition above about 34%;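 further: 0% = enzyme with vehicle and 100% = wells lacking enzyme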
OPRM1-OPRD1 inv: inverse agonists of MOR-DOR heterodimerization, primary screen, cell-based, luminescence | cell-based MOR-DOR heterodimer luminescence, inverse agonism | inhibition, % at 9.3 µM | actives 0.21% (n = 340,000) | AID 504357, 2011; in the data active means inhibition above about 22%, passing the limit was not always enough;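 further: 0% = cells with DMSO and 100% = wells without cells with DMSO; values of inactives mirror those of a sister screen read the other way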
Target sequence (P35372 whole entry, looked up): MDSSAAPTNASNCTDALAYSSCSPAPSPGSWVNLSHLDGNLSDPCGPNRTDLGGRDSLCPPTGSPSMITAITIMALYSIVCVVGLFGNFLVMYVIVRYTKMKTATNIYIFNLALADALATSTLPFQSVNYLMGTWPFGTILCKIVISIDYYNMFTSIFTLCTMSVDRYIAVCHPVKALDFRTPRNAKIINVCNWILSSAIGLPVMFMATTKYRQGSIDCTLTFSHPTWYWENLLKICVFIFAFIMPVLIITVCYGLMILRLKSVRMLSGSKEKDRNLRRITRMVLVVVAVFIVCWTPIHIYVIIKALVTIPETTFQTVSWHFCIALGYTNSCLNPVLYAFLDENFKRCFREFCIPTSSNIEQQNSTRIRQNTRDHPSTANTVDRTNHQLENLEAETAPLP
Target sequence (P41143 whole entry, looked up): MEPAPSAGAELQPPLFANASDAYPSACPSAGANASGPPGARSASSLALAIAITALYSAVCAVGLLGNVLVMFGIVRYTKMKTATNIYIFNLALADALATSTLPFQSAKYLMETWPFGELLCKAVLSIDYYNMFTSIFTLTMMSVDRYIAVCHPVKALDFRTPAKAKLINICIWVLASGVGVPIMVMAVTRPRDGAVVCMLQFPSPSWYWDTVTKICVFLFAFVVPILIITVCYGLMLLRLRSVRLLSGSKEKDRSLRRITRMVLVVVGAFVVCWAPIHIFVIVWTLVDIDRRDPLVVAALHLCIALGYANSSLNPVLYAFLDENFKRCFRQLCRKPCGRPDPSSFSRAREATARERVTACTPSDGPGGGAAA
V-ATPase pHluor: regulators of yeast V-ATPase proton pumping, primary screen, pHLuorin cytosolic pH fluorescence | S. cerevisiae | response, % at 10 µM | actives 0.37% (n = 350,000) | AID 504577, 2011; in the data active means response mostly above about 7.3%, no sharp cut-off; inactive means mostly below about 5.4%; further: actives read high; inactives centre near 0; some compounds called inactive have numbers as strong as hits; reference of the scale not given here
PKA-R2B act: activators of PKA-R2B holoenzyme, primary screen, biochemical, fluorescence polarization, Cy5-IP20, human; activation, % at 11.4 µM; actives 0.079% (n = 340,000); cAMP-dependent protein kinase catalytic subunit beta (Homo sapiens) + cAMP-dependent …; PKA-R2B holoenzyme dissociation; R2B truncated from residue 108, S112A mutant; 0% DMSO only, 100% 113 µM cGMP;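 active means activation above a cutoff set at the mean over all compounds plus 3 SD, cut at about 18% in these data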;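 further: higher means more holoenzyme dissociation and a rise in polarization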
PKA-R1A act: activators of PKA-R1A holoenzyme, primary screen, biochemical, fluorescence polarization, Cy5-IP20, bovine R1A, mouse PKAc. cAMP-dependent protein kinase type I-alpha regulatory subunit (Bos taurus) + …. PKA-R1A dissociation; scaled: DMSO 0%, 113 µM cGMP 100%. activation, % at 11.4 µM. actives 0.083% (n = 340,000). AID 504707, 2011;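 active means percent activation above the mean of all tested compounds plus 3 SD, cut at about 19% in these data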;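 further: higher means more PKAc released from R1A so a rise in polarization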
HTR5A inv ag: HTR5A inverse agonists in luminescence cell assay, primary screen, counter-screen for OPRM1-OPRD1 heterodimer inverse agonist project, full-deck HTS. HTR5A cell line, inverse agonism. inhibition, % at 9.3 µM. actives 0.083% (n = 340,000). AID 504634, 2011; in the data active means inhibition mostly above about 23%, no sharp cut-off; inactive means mostly below about 18%;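 further: 0% = cells with DMSO and 100% = no-cell wells with DMSO; some compounds called inactive have numbers as strong as hits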
MOR-DOR ag: agonists of OPRM1-OPRD1 heterodimerization, primary screen, cell-based, luminescence. actives 0.3% (n = 340,000). Mu-type opioid receptor (Homo sapiens) + Delta-type opioid receptor (Homo sapiens), …. cells. activation, % at 9.3 µM; in the data active means activation above about 18%;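 further: 0% = vehicle-treated cells and 100% = reference agonist; values of inactives mirror those of a sister screen read the other way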
* marks the source's active call; other numbers are inactive results; / = no result given.

SMILES	Pemphigus Ab inh	Arr AP2 block	HTR5A ag	DAGLB inhibitor	OPRM1-OPRD1 inv	V-ATPase pHluor	PKA-R2B act	PKA-R1A act	HTR5A inv ag	MOR-DOR ag
COc1ccc(NC(=O)CCCCCN2C(=O)c3cccc([N+](=O)[O-])c3C2=O)c(OC)c1	121	8	0	0	-17	-1	-1	3	0	3.4
CCCCCCNC(=O)c1c(O)c2ccccc2[nH]c1=O	119	10	0	1	-29	1	5	-12	-8	5.2
C=CCN1C2CCCC1CC(NC(=O)Nc1cccc(C(C)=O)c1)C2 (stereo unspecified)	70	8	1	0	-7	3	-1	-11	-3	1.2
COc1cc(C(=O)NCC(=O)NCCN2C(=O)S/C(=C\c3ccccc3Cl)C2=O)cc(OC)c1OC	97	6	-6	2	9	4	-14	8	16	-1.7
O=C(COc1ccccc1[N+](=O)[O-])N/N=C/c1cccc(OC(=O)c2ccc3c(c2)OCO3)c1	96	-4	7	0	-4	-1	-1	4	13	0.7
Cc1cc(C(=O)Nc2cccc(C(=O)O)c2)c(C)o1	102	4	-3	2	10	1	-6	-13	-14	-1.8
O=C(Nc1cc(C(F)(F)F)ccc1Cl)c1cccnc1	103	-17	4	1	-7	-4	-2	1	-4	1.5
Nc1cc(N)nc(SCC(=O)NC(=O)NC2CCCC2)n1	110	14	-5	-2	12	-2	5	-9	11	-2.8
O=C(Nc1ccc(F)c(F)c1)c1ccc(-n2cncn2)c([N+](=O)[O-])c1	101	3	2	-1	-14	-4	0	-2	-6	3.4
COc1ccc(C(=O)N2CCCC2)cc1S(=O)(=O)N1CCOCC1	104	3	1	0	-8	1	11	-1	10	1.4
O=C(CCCN1C(=O)/C(=C/c2cccs2)SC1=S)Nc1cccnc1	68*	1	1	-1	13	2	4	2	-4	-2.6
CCOC(=O)N1CCN(C(=O)c2ccccc2NC(C)=O)CC1	100	41	-3	0	17	-2	6	-17	8	-3.2
Cc1ccc2cc(C#N)c(NCCNC(=S)NCCCN3CCOCC3)nc2c1	106	1	2	0	9	0	-4	-1	-6	-1.6
COc1ccccc1-n1cnc2c(c1=O)c1nc3ccccc3nc1n2-c1ccc(C)c(C)c1	35*	7	-1	-2	-12	-3	3	-5	2	1.8
CC1Oc2ccccc2N(Cc2ccc(F)cc2)C1=O (stereo unspecified)	99	23	1	-4	6	-1	1	4	-5	-1.4
COc1ccc(N/N=C(/C(N)=O)C2=NC(C)(C)Cc3ccccc32)cc1	119	/	6	18	-24	3	1	-9	-24	4.7
O=C(N[C@@H](Cc1c[nH]c2ccccc12)C(=O)O)C1CCN(S(=O)(=O)c2cccs2)CC1	92	5	0	2	18	-2	0	-3	0	-4.1
Cn1c(CNC(=O)CCNC(=O)c2cccc(Cl)c2)cc(=O)n(C)c1=O	103	2	3	-3	19	3	-3	-3	-3	-3.7
O=C(COC(=O)c1ccc(Cl)c(S(=O)(=O)N2CCN(c3ccc(F)cc3)CC2)c1)Nc1cccc(Cl)c1	112	-15	-1	-4	-14	-1	3	-3	12	2.7
COc1cc(OC)cc(C(=O)NCc2nc(-c3ccccc3)no2)c1	95	-10	5	-3	7	0	-4	2	-5	-1.3
CCN(CC)CCNc1nc(-c2ccco2)c2c(c1C#N)CC(C)(C)OC2	102	8	3	-1	23	-2	-10	0	-9	-5.2
COc1ccc2c(CC(=O)OCC(=O)Nc3ccc(S(N)(=O)=O)cc3)coc2c1	101	-4	2	1	1	1	-13	1	-5	-0.1
CCOc1ccccc1N1CC(C(=O)NNC(=O)c2ccc(F)cc2)CC1=O (stereo unspecified)	99	-7	3	-1	15	-3	-7	3	-11	-3.0
Cc1ncc([N+](=O)[O-])n1CC(=O)Nc1ccc(F)c(Cl)c1	100	9	3	3	20	1	-7	10	-10	-4.4
C=CCn1c(=N)n(CC(=O)c2ccc(Br)s2)c2ccccc21	104	-4	9	-1	-26	0	-6	-1	-25	3.6
Later entries:
SMILES	Pemphigus Ab inh	Arr AP2 block	HTR5A ag	DAGLB inhibitor	OPRM1-OPRD1 inv	V-ATPase pHluor	PKA-R2B act	PKA-R1A act	HTR5A inv ag	MOR-DOR ag
O=C(O)c1ccccc1C(=O)NCC(O)COCC1CC=CCC1 (stereo unspecified)	97	7	4	-1	11	3	-2	5	-9	-2.0
O=C(NC(=S)N1CCCCC1)c1cccs1	96	11	1	-1	12	0	6	0	-2	-2.0
O=C(Nc1nccs1)c1ccc(Cl)c([N+](=O)[O-])c1	109	8	0	2	5	-7	-5	-7	-1	-1.0
COc1ccccc1-c1nnc(NC(=O)c2ccc3c(c2)OCO3)s1	97	3	-1	0	-3	0	-2	2	3	0.6
CC(NC(=O)CNC(=O)c1ccco1)c1ccc(S(N)(=O)=O)cc1 (stereo unspecified)	/	2	-1	-2	-5	1	-8	-4	3	0.7
CCN(CC)S(=O)(=O)c1ccc(F)c(C(=O)NCCC(C)C)c1	96	12	4	0	-1	5	-16	-1	-10	0.2
Cc1ccc(OCc2cc(C(=O)NC(C)Cc3cccc(C)n3)no2)cn1 (stereo unspecified)	/	-13	2	1	9	2	8	2	4	-1.6
CCCCCCCCCCCCCCCC[N+](C)(C)CC	110	23	2	6	-19	-1	4	2	-12	3.5
Nc1nsc2ccccc12	126	2	-1	-1	8	1	-8	11	-1	-1.4
O=C(O)c1ccccc1N=N/C(=N/Nc1cc(S(=O)(=O)O)ccc1O)c1ccccc1	103	-2	-1	-3	4	3	0	1	-1	-0.9
CNC(=O)c1c(NC(=O)c2ccc(N3C(=O)CCC3=O)cc2)sc2c1CCCC2	105	9	1	1	-8	0	3	-2	-3	1.4
COc1cc(C2c3[nH]c4ccccc4c3C[C@H]3C(=O)N(C4CC4)CC(=O)N23)ccc1OC(C)C (stereo partly specified)	96	1	2	2	16	5	3	4	-7	-3.1
CC1CCN(CCCN2C(=O)C3C(C(=O)Nc4ccc(Cl)cc4)C4C=CC3(O4)C2C(=O)NC2CCCCC2)CC1 (stereo unspecified)	/	-5	2	0	-5	3	-12	-5	-5	0.7
Cc1ccc(C)c(N2N=C(C(=O)NCCN3C(=O)S/C(=C\c4cccnc4)C3=O)CCC2=O)c1	103	19	2	2	2	-3	1	-1	3	-0.3
C=CCOc1ccc(/C=C(\C#N)C(=O)Nc2ccccn2)cc1	93	2	-2	-2	11	3	4	-5	9	-2.2
Cc1cc(C)n2nc(S(=O)(=O)NC3CCCCC3)nc2n1	106	3	-3	-4	18	-2	-6	10	9	-3.6
Cc1cccc(NC(=O)c2cc(-c3ccc(C)c(C)c3O)n[nH]2)c1	91	30	2	-8	-21	2	-3	5	-6	4.7
CCOC(=O)Cn1nnnc1C(CC)N(Cc1ccccc1)Cc1cc2cc(C)ccc2[nH]c1=O (stereo unspecified)	101	-7	7	0	-1	6	-6	-9	7	0.2
Cc1cc(C(=O)COC(=O)CNC(=O)c2ccc(F)cc2)c(C)n1Cc1ccco1	95	-4	0	-3	11	-1	-5	-10	0	-1.8
Cn1cc(C(=O)C(=O)NCCc2ccccc2)c2ccccc21	107	-2	-2	-15	9	2	8	-7	9	-1.9
O=C(Cc1nnc(NC(=O)c2ccccc2)s1)N/N=C/c1cccc(O)c1	98	0	2	-1	4	-3	-3	-6	-6	-0.8
CN1CCc2c1nc1ccccc1c2N=C1CCCN1Cc1ccccc1	108	4	11	4	-21	2	11	-3	24	3.0
Cc1ccc2nc(N3CCN(C(=O)c4ccco4)CC3)c3nncn3c2c1	105	32	-2	2	10	-4	-2	-12	-15	-2.0
CC1(C)CC(=O)C=C(NCc2cccs2)C1	/	-10	-2	2	7	-1	-5	-11	7	-1.4
CCCCN(C)C(=O)c1cccc(OC2CCN(CC(C)(C)C)CC2)c1	117	-6	0	0	-1	0	4	-1	1	0.3
Remaining list, next part:
SMILES	Pemphigus Ab inh	Arr AP2 block	HTR5A ag	DAGLB inhibitor	OPRM1-OPRD1 inv	V-ATPase pHluor	PKA-R2B act	PKA-R1A act	HTR5A inv ag	MOR-DOR ag
CCOc1ccc(-c2csc(NC(=O)c3cccc(N4C(=O)CCC4=O)c3)n2)cc1	57*	3	1	-2	-9	-9	-2	-12	-4	1.8
Cn1nc(C(=O)Nc2ccc(Cl)c(S(=O)(=O)N3CCOCC3)c2)c2ccccc2c1=O	104	-4	-3	0	2	0	5	-4	8	-0.4
CCOC(=O)c1c(NC(=O)c2ccc(N3C(=O)[C@@H]4[C@H](C3=O)[C@H]3C=C[C@@H]4C3)cc2)sc2c1CCCC2	91	1	0	0	4	-2	17	3	1	-0.5
O=C1OC(Nc2nc(-c3ccc(F)cc3)cs2)c2ccccc21 (stereo unspecified)	102	24	0	-4	-1	4	3	3	0	0.2
Cc1cc(C(=O)C(C(c2ccccc2)N2CCOCC2)N2CCOCC2)ccc1Cl (stereo unspecified)	96	6	0	0	9	3	-7	-7	2	-1.8
CCN(CC)CCCNC(=O)Cn1cnc2sc(C)c(S(=O)(=O)N3CCC(C)CC3)c2c1=O	103	14	3	-4	17	-2	-4	5	-9	-3.1
O=C(NNC(=S)NC(=O)c1ccccc1)c1cccc([N+](=O)[O-])c1	-1	-17	-2	1	24	-2	-10	-13	9	-5.1
Clc1cccc(-c2ccc(/C=N/n3cnnc3)o2)c1Cl	105	21	7	1	-16	1	-10	-3	-35	2.7
COc1cc(S(=O)(=O)n2cnc3ccccc32)ccc1Br	91	0	1	-1	17	0	-1	7	-5	-3.6
Oc1ccc(Nc2nc(-c3cccnc3)cs2)cc1	103	-13	2	1	-5	2	7	-4	-9	1.0
COCCN(C(=O)COC(=O)CCOc1ccccc1C)c1c(N)n(Cc2ccccc2)c(=O)[nH]c1=O	102	-10	3	3	16	1	1	-9	9	-2.4
CC(C)(C)CN1CCN(Cc2c[nH]c3ccccc23)CC1CCO (stereo unspecified)	117	3	0	-2	-8	-2	0	-3	-1	1.7

Another view of 3 compounds above:
Every second line gives: Pemphigus Ab inh	Arr AP2 block	HTR5A ag	DAGLB inhibitor	OPRM1-OPRD1 inv	V-ATPase pHluor	PKA-R2B act	PKA-R1A act	HTR5A inv ag	MOR-DOR ag
- O=C1OC(Nc2nc(-c3ccc(F)cc3)cs2)c2ccccc21 (stereo unspecified)
 : 102	24	0	-4	-1	4	3	3	0	0.2
- CC(C)(C)CN1CCN(Cc2c[nH]c3ccccc23)CC1CCO (stereo unspecified)
 : 117	3	0	-2	-8	-2	0	-3	-1	1.7
- Cn1nc(C(=O)Nc2ccc(Cl)c(S(=O)(=O)N3CCOCC3)c2)c2ccccc2c1=O
 : 104	-4	-3	0	2	0	5	-4	8	-0.4

High-throughput results (PubChem)
